# Source: PubChem BioAssay
# EP2 antag: blocks the human prostaglandin E2 receptor EP2. P43116. C6 glioma cells expressing human EP2, cAMP TR-FRET; cells stimulated with saturating PGE2. inhibition, % at 25 µM. 0.52% of 260,000 active. AID 1422;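 active means percent inhibition above 40 after rounding to a whole number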;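 further: rat C6 glioma host cells with rolipram phosphodiesterase inhibitor present; the protocol text gives 20 µM as final concentration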
# Target sequence (P43116 whole entry, looked up): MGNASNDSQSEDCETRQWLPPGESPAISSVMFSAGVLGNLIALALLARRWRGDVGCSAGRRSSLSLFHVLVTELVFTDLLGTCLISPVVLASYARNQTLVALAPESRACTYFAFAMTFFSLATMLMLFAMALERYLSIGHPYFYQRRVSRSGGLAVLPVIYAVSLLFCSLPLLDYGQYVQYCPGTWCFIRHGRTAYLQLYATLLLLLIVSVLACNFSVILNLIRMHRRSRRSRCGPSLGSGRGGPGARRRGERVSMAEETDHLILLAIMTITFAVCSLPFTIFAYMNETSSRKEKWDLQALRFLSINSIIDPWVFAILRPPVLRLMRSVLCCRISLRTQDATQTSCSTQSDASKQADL
# EP2 mod: modulators of human EP2 prostaglandin E2 receptor; P43116; EP2-expressing cells, cAMP HTRF FRET, PGE2 co-stimulation; induction, % at 25 µM; 0.83% of 260,000 active; AID 940;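 active means compounds whose cAMP rise, as percent of the full-agonist control response, exceeds 60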;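 further: rat C6 glioma line stably carrying human EP2 under a CMV promoter; the protocol text gives 20 µM as final concentration; 100% = response of wells given 1 µM PGE2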
# Active calls of the source: *. This is a subset; rates above refer to the full screens.
SMILES,EP2 antag,EP2 mod
CC(=O)Oc1ccc(CN2CCc3c(nc(N4CCC(C)CC4)[nH]c3=O)C2)cc1,5,6
Cc1ccc(-c2cc(C#N)c(NC(=O)c3cccs3)o2)cc1,7,-20
COc1ccc(N2CCN(C(c3ccc(N(C)C)cc3)c3nnnn3C(C)(C)C)CC2)cc1 (configuration not stated),7,10
C=CCn1c(Sc2ncccn2)nc2c1c(=O)[nH]c(=O)n2C,6,1
Nc1cc(S(=O)(=O)N2CCCC2)ccc1Cl,10,-46
O=C(CN1C(=O)c2cccc3cccc1c23)Nc1cccc(Cl)c1Cl,14,-24
COC(=O)C[C@H]1C(C)(C)C2(O)OC34CC2C(=O)[C@]1(C)C3CC[C@]1(C)C4=CC(=O)O[C@H]1c1ccoc1 (some centres not stated),5,-14
NC[C@H]1O[C@H](OC2[C@@H](N)C[C@@H](N)[C@H](O[C@H]3O[C@H](CO)[C@@H](O)[C@H](N)[C@H]3O)[C@H]2O)[C@H](O)[C@@H](O)[C@@H]1O (some centres not stated),10,20
CCn1c(COc2ccc(OC)cc2)nnc1SCC(=O)NC1CCCCC1,9,8
Cc1csc(NC(=O)c2ccccc2)c1C#N,15,-73
CCOc1ccc(N2C(=O)C(=O)/C(=C(\O)c3ccc(C)cc3)C2c2ccccn2)cc1 (configuration not stated),11,-8
Cc1nc2cc(-c3cccc(F)c3)nn2c(NCC(C)(C)CN(C)C)c1C,6,54
Cc1ccccc1C(=O)Nc1sc2c(c1C(=O)NCC1CCCO1)CCCC2 (configuration not stated),18,41
COc1ccc(-n2nnnc2SCC(=O)N2CCCCCC2)cc1,12,-15
Cc1ccnc(SCC(=O)Nc2cccc(C(=O)O)c2)n1,10,18
CCOc1ccc2[nH]c(=O)c(CN(Cc3ccccc3)C(=O)N3CCOCC3)cc2c1,8,-23
COc1ccc2cc(CN3CCC(CO)C3)c(OC)nc2c1 (configuration not stated),7,-18
CCC(=O)N(CC)c1nc(-c2ccc(Cl)cc2)cs1,8,13
CCC(=O)N1CCN(c2cc3c(cc2F)c(=O)c(C(=O)O)cn3CC)CC1,9,3
CCCn1c(N2CCN(C(=O)Nc3ccc(OC)cc3)CC2)nc2ccccc21,13,-22
Cc1cccc2cc(CN(CCCO)C(=S)NCC3CCCO3)c(=O)[nH]c12 (configuration not stated),12,-16
COc1cccc(OC)c1C(=O)N1CCN(S(=O)(=O)c2ccc(Cl)cc2)CC1,6,-26
O=C(CCc1c[nH]c2ccccc12)OCC(=O)c1ccc2ccccc2c1,8,-109
Cc1c(-c2ccccc2)cn2c1-c1cccn1CC2,27,-121
COc1cc(C(=O)NC2CC3CCCC(C2)N3Cc2cccs2)cc(OC)c1OC (configuration not stated),16,-76

# Going on with the list.
SMILES,EP2 antag,EP2 mod
CCC(=O)c1cn(CC(=O)Nc2ccccc2C(F)(F)F)c2ccccc12,6,0
N#Cc1c(-c2ccsc2)cc(-c2ccc(Cl)c(Cl)c2)[nH]c1=O,5,8
COc1ccc(C2(NC(=O)Cn3ncc4ccccc4c3=O)CCCCC2)cc1,10,-63
C=CCN(C(=O)CNC(=O)c1cccs1)C(C(=O)NC1CCCC1)c1ccc(F)cc1 (configuration not stated),14,-12
Cc1ccc(-c2nnn(CC(=O)N3CCc4ccccc43)n2)c(-n2cnnn2)c1,6,-62
Cc1nc(NC(=O)CSc2nc3c(C)cccc3cc2C#N)sc1C,28,25
Cn1c(C(=O)N2CCN(Cc3ccccc3)CC2)cc2sccc21,10,-41
COc1ccc(CN2CCC(O)(c3ccccc3)C2)cc1Cc1c(C)n[nH]c1C (configuration not stated),7,-68
C=CCN(C(=O)c1csnn1)C(C(=O)NCc1ccc(F)cc1)c1cccs1 (configuration not stated),3,-18
O=C(CC1NC(=O)c2ccccc21)NC1(c2ccc(F)cc2)CCCC1 (configuration not stated),8,-22
CCOC(=O)CNC(=O)CSc1nnc(COc2ccccc2C)n1C,11,37
N#C[C@H](c1ccccc1)N1CCCN([C@@H](C#N)c2ccccc2)C1c1ccccc1O (some centres not stated),43*,4
CCOC(=O)C1C2C=CC3(CN(c4ccc(C)cc4)C(=O)C13)O2 (configuration not stated),6,5
Nc1ccnn1Cc1ccccc1,10,15
CC(=O)COC(=O)c1cc(-c2ccc(Br)cc2)nc2ccccc12,8,34
O=C(Nc1ccc(Br)cc1)C(=O)Nc1ccc2c(c1)OCCO2,8,-11
COCCN1CCN(C(=O)c2ncoc2-c2ccc(OC)c(OC)c2)CC1,6,-3
O=c1[nH]c(=O)c2cc(S(=O)(=O)NCc3ccccc3CN3CCCC3)ccc2[nH]1,7,-67
O=c1c(CN(CCCn2ccnc2)Cc2ccccc2Cl)coc2ccccc12,9,24
Cc1ccc(OCC(=O)Nc2nnc(C)s2)c(C(C)(C)C)c1,7,3
COc1ccc(N(C(C)C(=O)Nc2ccccc2C(=O)N2CCCC2)S(C)(=O)=O)cc1 (configuration not stated),12,-17
Cc1cc2c(s1)c1cnn(CC(N)=O)c(=O)c1n2C,10,-3
CC1(C(=O)N2CCN(S(=O)(=O)c3ccc(F)c(F)c3)CC2)CCCO1 (configuration not stated),10,-14
COC(=O)c1c(NC(=O)c2ccc(OC)cc2)sc(C(=O)N2CCCCC2)c1C,9,17
Cc1cccc2cc(CN(CC3CCCO3)C(c3nnnn3Cc3ccccc3)C(C)C)c(=O)[nH]c12 (configuration not stated),4,16

# 5 of the compounds above, with values under each structure:
# Each structure is followed by: EP2 antag | EP2 mod
O=C(Nc1ccc(Br)cc1)C(=O)Nc1ccc2c(c1)OCCO2
 : 8 | -11
Cc1nc(NC(=O)CSc2nc3c(C)cccc3cc2C#N)sc1C
 : 28 | 25
C=CCN(C(=O)c1csnn1)C(C(=O)NCc1ccc(F)cc1)c1cccs1 (configuration not stated)
 : 3 | -18
Cc1ccc(OCC(=O)Nc2nnc(C)s2)c(C(C)(C)C)c1
 : 7 | 3
CC(=O)COC(=O)c1cc(-c2ccc(Br)cc2)nc2ccccc12
 : 8 | 34

# Molecules from the list above that contain bromine (2):
SMILES,EP2 antag,EP2 mod
CC(=O)COC(=O)c1cc(-c2ccc(Br)cc2)nc2ccccc12,8,34
O=C(Nc1ccc(Br)cc1)C(=O)Nc1ccc2c(c1)OCCO2,8,-11

# The listing continues.
SMILES,EP2 antag,EP2 mod
CCOC(=O)c1cc[n+](CC(=O)c2cccs2)cc1,4,-15
CCC(C)(C)NC(=O)C(c1cccnc1)N(C(=O)Cn1nnc2ccccc21)c1cccc(F)c1 (configuration not stated),5,1
O=C(CN1C(=O)[C@@H]2CCCN2C(=O)c2ccccc21)N1CCCCCC1,8,-11
CCCn1c(SCC(=O)Nc2cc(C)ccc2C)nnc1-c1ccncc1,11,5
O=C(c1cccs1)N(Cc1ccco1)c1nc(-c2ccccc2)cs1,10,32
COCCCN1C(=O)C(O)=C(C(=O)c2cccs2)C1c1ccc(O)c(OC)c1 (configuration not stated),12,9
CCc1nnc(NC(=O)c2sc3nc4c(C)cccc4cc3c2N)s1,17,-41
CC(C)(C)c1nc(SCC(=O)N2CCCCCC2)c2ccccc2n1,6,41
O=C(CCSc1nc(-c2ccc3c(c2)OCO3)cc(C(F)(F)F)n1)NC1CC1,12,-84
COc1cccc(OC)c1NC(=O)CN1C(=O)CC(c2ccccc2)=Nc2ccccc21,8,-9
Cc1c(C)n(CC(O)CN2CCNCC2)c2ccccc12 (configuration not stated),4,-66
COc1ccc2c(c1)OC1(CCN(CC(O)c3ccc(Cl)cc3)CC1)CC2O (configuration not stated),11,-50
O=c1onc2n1-c1cc(Br)ccc1OC2,6,5
Cc1cc2ccc(C)c(C)c2nc1SCC(=O)Nc1ccc2c(c1)OCO2,9,15
COc1cc2sc(NC(=O)c3ccccc3OC)nc2cc1Cl,18,28
O=C(NCc1cc2ccccc2o1)c1ccco1,11,-111
CCC(C)C(=O)Nc1nnc(C(C)C)s1 (configuration not stated),9,-22
COc1ccc(C(C)C)cc1S(=O)(=O)NCC1(c2ccccc2)CCOCC1,7,13
CC(=O)c1cc2c(cc1NS(=O)(=O)c1ccc(Br)cc1)OCO2,7,-10
COc1ccc(CN(Cc2ccccn2)C(=O)c2ccco2)cc1,13,-7
O=C(NCc1ccccn1)c1cc(-c2ccc(Cl)cc2Cl)on1,12,-90
O=C(COc1ccccc1Cl)Nc1ccc(S(=O)(=O)Nc2ccccn2)cc1,3,-12
COc1ccc([C@@H]2CN(C(=O)C3CCCC3)C[C@H]2C(=O)O)cc1,8,-13
COc1cc2[nH]c(=O)c(C(=O)NC3CCCCC3)c(O)c2cc1OC,9,-7
CCc1ccc(N(CC(=O)NCc2ccco2)C(=O)CCC(=O)Nc2nccs2)cc1,16,1

# Following part.
SMILES,EP2 antag,EP2 mod
COc1ccc(OC)c(NC(=O)c2c(NCc3cccnc3)sc3c2CCCCC3)c1,8,-6
Cc1ccc(C(=O)Nc2ccc(NC(=O)CSc3nc(N)cc(N)n3)cc2C)cc1,19,10
O=S(=O)(Nc1nccs1)c1ccc(NCc2ccccc2O)cc1,4,-4
COc1cc(-c2nc3sc4c(c3c(=O)[nH]2)CCC(C)C4)ccc1O (configuration not stated),13,-67
CCN(Cc1ccccc1)C(c1cc2cc(C)c(C)cc2[nH]c1=O)c1nnnn1C(C)(C)C (configuration not stated),6,39
CCc1nnc2sc(-c3cc(C)nc4ccccc34)nn12,10,-20
CCOc1ccc(NC(=O)C2CCN(c3nc(C)cc(C)n3)CC2)cc1,6,-14
CCN1CCCC1CN(Cc1ccc(OC)c(O)c1)Cc1ccccn1 (configuration not stated),3,2
COCCCNC(=O)c1cc2c(n(-c3ccc(C)cc3)c1=O)CCCC2=O,13,10
Cc1nnc(NC(=O)CSc2nnc(-c3ccoc3C)n2-c2cccc(C)c2C)s1,9,-5
O=C(c1ccc(F)cc1)[C@H]1CCCN(C(=O)c2cc(C3CC3)[nH]n2)C1,9,-29
CC(=O)NC1(c2ccccc2F)CCN(Cc2ccccc2-n2cccn2)CC1,8,-8
COc1ccc(CCNC(=O)c2cnn3c2NC(c2ccc(C)cc2)CC3C(F)F)cc1OC (configuration not stated),20,-9
O=C(Nc1cc(F)ccc1F)c1nc2ncccn2n1,10,-2
Cn1c(=O)c2[nH]c(CCNC(=O)c3ccccc3)nc2n(C)c1=O,13,12
CC(=O)N(Cc1cccs1)Cc1cc2cc(C)cc(C)c2[nH]c1=O,12,-2
CCOc1ccc(OCC)c(NCc2cc3c(C)nn(-c4ccccc4)c3[nH]c2=O)c1,6,-7
Cc1ccc2cc(CN(Cc3ccc(F)cc3)S(=O)(=O)c3ccc4c(c3)OCCO4)c(=O)[nH]c2c1,14,-30
CC[C@@H](Cn1nc(-c2cccs2)ccc1=O)NC(=O)c1cnccn1,5,-1
CCOC(=O)CSc1nnc2c(n1)[nH]c1c(C)cc(C)cc12,9,-12
CC(C)C[C@@H](NC(=O)OCC1c2ccccc2-c2ccccc21)C(=O)O,12,3
Nn1cnnc1SCC(=O)Nc1ccccc1F,9,59
COCCN(C(=O)c1ccccc1F)c1nnc(-c2cccnc2)s1,8,-10
COC(=O)CSc1nnc(COc2ccc(C(C)C)cc2)o1,10,-44
C=CCOc1ccccc1C1C(C#N)=C(N)OC2=C1C(=O)CC(C)(C)C2 (configuration not stated),4,-8

# Fetched one by one from above:
SMILES,EP2 antag,EP2 mod
COc1ccc(-n2nnnc2SCC(=O)N2CCCCCC2)cc1,12,-15
Cc1ccc(-c2cc(C#N)c(NC(=O)c3cccs3)o2)cc1,7,-20

# (more compounds)
SMILES,EP2 antag,EP2 mod
CCc1ccc2[nH]c(=O)c(CN(CC3CCCO3)C(=O)Nc3ccc(F)cc3)cc2c1 (configuration not stated),19,-34
Cc1cc(C)n(CCCC(=O)Nc2ccc3[nH]c4c(c3c2)CCCC4)n1,7,-90
COc1ccc(Cn2nnnc2C(c2cc3ccc(OC)cc3[nH]c2=O)N(C)C2CCCCC2)cc1 (configuration not stated),9,-18
Cn1c(=O)[nH]c2nc[nH]c2c1=O,7,13
CCN1CCN(c2ccc(NC(=O)c3cccc(C)c3OC)cc2)CC1,15,-27
CCC(C)(C)n1nnnc1C(c1cccc(OC)c1OC)N1CCC(C(N)=O)CC1 (configuration not stated),16,-6
CC(C)n1c(SCC(=O)Nc2ccc(F)cc2)nc2c1c(=O)n(C)c(=O)n2C,14,-15
Cc1ccccc1OCC(=O)Nc1ccccc1N1CCN(C(=O)C(C)C)CC1,8,30
Cc1ccccc1NC(=O)Cn1cc(C#N)c2ccccc21,8,-38
O=C(CN(CCc1ccccc1)C(=O)c1ccc(CN2CCCCC2)o1)NC1CCCC1,7,-2
CCn1c(SCC(=O)N2CCc3ccccc32)nnc1C(C)C,23,-7
COc1cc2c(cc1CN1CCC(NC(C)=O)(c3ccc(F)cc3)CC1)CCC2,7,-29
CN(CC(=O)NCc1cccnc1)S(=O)(=O)c1cc(Cl)ccc1Cl,4,-19
Cc1nc2ccc(I)cc2s1,10,-25
Cc1cccc2cc(C(c3nnnn3Cc3ccccc3)N3c4ccccc4CC3C)c(=O)[nH]c12 (configuration not stated),9,39
CN1CC(=O)N(CC(=O)NCC2CCCCC2)c2ccccc2C1=O,6,-11
COc1ccc(-c2nnc(SCC(=O)Nc3ccc(OC)cc3OC)n2C)cc1,4,-23
COc1ccc(NC(=O)CSc2nnc(COc3ccc(Cl)cc3)o2)cc1,11,-42
CCOC(=O)C1CCN(C(c2cc3cc(OC)ccc3[nH]c2=O)c2nnnn2C(C)(C)C)CC1 (configuration not stated),7,-22
COc1ccccc1NC(=O)c1cc2ccc(O)cc2oc1=O,7,-23
